# Yeast superoxide: lowers age-related superoxide in aged yeast cells; S. cerevisiae aged cells, superoxide DHE fluorescence; active compounds read low; superoxide response (% of plate mean), % at 10 µM; actives 0.18% (n = 330,000); AID 2690;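 active means superoxide response under a set limit, about three screen SD below normal, cut at about 65% in these data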;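 further: yeast aged for seven days with compound at 30 °C before DHE staining; 100% = average MFI of all compound-treated wells on the plate with controls excluded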
# AGP1 TOR yeast: yeast TOR pathway AGP1-GFP modulation. GFP response vs DMSO, % at 10 µM. S. cerevisiae AGP1-GFP multiplex flow cytometry, 3 h; GFP as percent of DMSO wells. actives 0.02% (n = 320,000);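 active means GFP response relative to DMSO above a set limit, near screen average plus 3 SD, cut at about 150% in these data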;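 further: median GFP channel fluorescence of the gated AGP1 strain per well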
# BCLXL inh: blocks human Bcl-xL binding to Bim BH3 peptide; GST-Bcl-xL / FITC-Bim BH3 peptide fluorescence polarization; actives 0.7% (n = 320,000); Q07817; inhibition, % at 10.9 µM;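 active means inhibition above the mean of all tested compounds plus 3 SD, cutoff set per campaign, cut at about 30% in these data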;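 further: 0% = DMSO wells and 100% = unlabeled Bim-BH3 peptide competitor; inhibitors lower millipolarization by displacing the labeled peptide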
# MEX-5 binding: C. elegans MEX-5 TCR-2 RNA binding activity; Q9XUB2; MEX-5/FITC-TCR2 RNA binding, fluorescence polarization; active compounds read low; activity score (negative = inhibition of binding), % at 10 µM; actives 0.38% (n = 300,000); AID 1832;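 active means inhibition past about -25% in most replicates, and total fluorescence under double the plate's negative control median, limit read from the data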;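 further: 0% = DMSO and -100% = 5 µM competing unlabeled TCR2 RNA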
# GRK2 aptamer HTS: inhibitors of human GRK2 displacing RNA aptamer; actives 0.59% (n = 330,000); bead flow cytometry, FAM-aptamer displacement from GRK2; inhibition of aptamer binding, % at 10 µM; P25098;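 active means inhibition of aptamer binding above 40%, roughly 3 SD of noise, on plates passing a quality check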;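 further: median bead fluorescence of bound FAM aptamer so fluorescent compounds give negative values; no value below 0 was filed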
# MCL1 BIM primary: disrupts human MCL1 binding to BIM-BH3 peptide. inhibition, % at 10.9 µM. actives 0.68% (n = 320,000). Q07820. GST-MCL1 / FITC-Bim-BH3 fluorescence polarization. AID 2057;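 active means inhibition above the mean inhibition of all tested compounds plus 3 SD, set per campaign, cut at about 40% in these data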;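 further: 0% = DMSO wells and 100% = unlabeled Bim-BH3 peptide control; higher means more loss of mP so more displacement of Bim peptide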
# CIT2 TOR yeast: yeast TOR pathway CIT2-GFP modulation. GFP response vs DMSO, % at 10 µM. AID 2029. S. cerevisiae CIT2-GFP strain, flow cytometry, 3 h; 100 means same as DMSO wells. actives 0.065% (n = 320,000);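 active means GFP response relative to DMSO above a set limit, near the screen mean plus 3 SD, cut at about 150% in these data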;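 further: ratio of well median GFP fluorescence to mean of DMSO wells on the plate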
# VLA-4 inh: inhibition in a human VLA-4 binding assay | P13612 | VLA-4 expressing cells, ligand binding flow cytometry | inhibition, % (about 7 µM as worked out from the volumes in the protocol) | actives 0.2% (n = 330,000); in the data active means inhibition above about 50%
# Target sequence (P13612 whole entry, looked up): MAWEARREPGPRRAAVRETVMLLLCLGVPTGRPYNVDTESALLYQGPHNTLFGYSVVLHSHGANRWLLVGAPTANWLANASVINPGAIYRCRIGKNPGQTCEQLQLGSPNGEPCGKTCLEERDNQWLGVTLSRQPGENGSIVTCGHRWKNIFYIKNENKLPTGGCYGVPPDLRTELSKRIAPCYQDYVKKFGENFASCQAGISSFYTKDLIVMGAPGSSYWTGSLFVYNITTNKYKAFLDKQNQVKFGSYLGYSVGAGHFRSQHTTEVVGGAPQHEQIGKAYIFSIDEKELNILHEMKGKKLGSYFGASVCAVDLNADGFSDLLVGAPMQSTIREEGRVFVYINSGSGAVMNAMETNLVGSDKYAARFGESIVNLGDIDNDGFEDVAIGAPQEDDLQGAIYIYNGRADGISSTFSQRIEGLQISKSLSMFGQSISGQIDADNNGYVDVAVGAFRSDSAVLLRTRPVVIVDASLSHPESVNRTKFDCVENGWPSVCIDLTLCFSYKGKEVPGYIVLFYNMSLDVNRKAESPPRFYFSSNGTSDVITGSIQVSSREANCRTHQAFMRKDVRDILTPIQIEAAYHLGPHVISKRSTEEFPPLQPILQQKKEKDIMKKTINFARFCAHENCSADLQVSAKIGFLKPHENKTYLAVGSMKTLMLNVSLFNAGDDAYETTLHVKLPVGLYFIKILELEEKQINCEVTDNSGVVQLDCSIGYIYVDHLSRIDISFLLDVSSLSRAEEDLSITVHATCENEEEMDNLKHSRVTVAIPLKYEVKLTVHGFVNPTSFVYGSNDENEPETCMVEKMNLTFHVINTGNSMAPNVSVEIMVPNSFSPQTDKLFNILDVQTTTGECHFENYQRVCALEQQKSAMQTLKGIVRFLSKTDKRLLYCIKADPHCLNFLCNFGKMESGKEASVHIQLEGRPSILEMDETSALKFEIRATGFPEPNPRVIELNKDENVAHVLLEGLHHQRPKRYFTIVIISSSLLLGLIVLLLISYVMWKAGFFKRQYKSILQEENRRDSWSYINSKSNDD
# GLD-1 TGE inh: GLD-1-TGE RNA interaction inhibition (C. elegans); Q17339; purified GLD-1 + fluorescein TGE RNA, fluorescence polarization; inhibition, % at 5.96 µM; actives 0.44% (n = 320,000);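 active means percent inhibition above a per-plate cutoff, the plate mean of test compounds plus 3 SD, cut at about 30% in these data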;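 further: 0% = DMSO wells with GLD-1 and probe and 100% = wells lacking GLD-1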
# Numbers without * were called inactive; x = no result given; [ ] = another dose, or the depositor's remark.
SMILES,Yeast superoxide,AGP1 TOR yeast,BCLXL inh,MEX-5 binding,GRK2 aptamer HTS,MCL1 BIM primary,CIT2 TOR yeast,VLA-4 inh,GLD-1 TGE inh
COc1cc(CC(=O)Nc2ccc(S(=O)(=O)NC3=NCCCCC3)cc2)cc(OC)c1OC,101,103,5,2.6,3,2,89,3,5
CCN(CC)c1ccc(NC(=O)c2ccc3c(c2)OCO3)cc1,103,109,4,-0.8,0,1,110,7,-5
NC(=O)c1nsc(C(=O)N(c2cccc(F)c2)C(C(=O)NC2CCCC2)c2ccc(O)cc2)c1N (centres undefined),112,97,6,1.6,2,4,107,1,8
O=C1CC(c2ccc(F)cc2)Sc2nc(C34CC5CC(CC(C5)C3)C4)nn21 (centres undefined),98,104,4,x,4,3,87,-6,-2
CC(=O)N1N=C(c2ccc(C)c([N+](=O)[O-])c2)OC1(C)C,85,98,2,0.9,0,1,79,-6,-6
COc1ccc(Cl)cc1NC(=S)NCc1cccs1,98,108,-3,0.8,3,4,104,16,-1
COc1ccc(C2CC(=O)C(C=NCCN3CCN(C(=S)Nc4ccccc4)CC3)=C(O)C2)cc1OC (centres undefined),110,102,3,0.3,1,-1,102,-4,11
CCCCCOc1ccc(/C=N/NC(=O)c2nnn(-c3nonc3N)c2CN2CCCCCC2)cc1,94,100,-2,1.1,55*,-4,102,13,4
O=C(NC1CCCC1)C(c1ccco1)N(Cc1ccccc1)C(=O)c1csnn1 (centres undefined),100,116,8,-4.1,0,17,115,4,1
CC(C)Oc1ccc(/C(O)=C2/C(=O)C(=O)N(CCN(C)C)C2c2cccs2)cc1 (centres undefined),87,113,0,-0.8,0,4,114,-6,5
O=C(CCNS(=O)(=O)c1ccc(Br)s1)NCc1ccccc1Cl,92,98,8,1.4,4,6,97,3,2
Cc1ccc(-c2ccc(CCC(=O)O)n2CC2CCCO2)cc1 (centres undefined),98,96,0,-2.8,2,-4,92,5,-6
COc1ccc(CC(=O)NC2=NCCS2)cc1,128,101,-2,-0.2,0,-3,98,4,8
COc1ccc(C[C@H]2CN3C(=NC[C@H]3Cc3ccccc3)N2CCNC(=O)c2ccc(C)c(Br)c2)cc1,94,72,4,0.2,0,2,65,18,1
COc1ccccc1-c1noc(CCCC(=O)NC2CCCC2)n1,102,104,2,-0.9,0,2,109,-3,-8
COc1cccc2cc(CC(=O)c3ccccc3)c(=O)oc12,98,100,3,-0.1,2,4,103,6,-1
Cc1ccc(CNC(=O)C2CCCN(C(=O)N(C)C)C2)cc1 (centres undefined),91,100,7,-0.7,0,9,104,-4,9
CCCCN1C(=O)C(=O)N(CC(=O)NC2CCCc3ccccc32)C1=O (centres undefined),125,93,-1,1.0,0,0,91,-7,-3
COc1ccc([C@H]2CC(=O)C=C(c3cc(Cl)cc(Cl)c3)C2)cc1,89,103,4,x,0,2,113,1,6
Fc1ccc(C2Nc3cccc4cccc(c34)N2)cc1,105,97,19,-5.5,18,41*,137,4,10
Oc1ccc(CN2CCCc3ccccc32)c2cccnc12,85,97,17,-0.4,2,22,98,5,2
COc1ccc(CNCC(O)(c2ccc(F)cc2)c2ccc(F)cc2)cc1OC,100,100,-1,0.5,0,0,106,12,4
CS(=O)(=O)N1CCCC(C(=O)NCCCN2CCC(Cc3ccccc3)CC2)C1 (centres undefined),90,105,1,-0.6,0,-2,106,4,3
CCc1nn2c(=O)cc(CSCC(=O)Nc3ccccc3Cl)nc2s1,95,101,8,-0.7,4,3,105,-11,-5
CCOc1ccc(Nc2c3c(nc4ncnn24)CC(C)CC3)cc1 (centres undefined),101,105,0,6.1,4,-2,101,3,-4
Cc1ccc(-n2c(SCC(=O)NCCN3C(=O)CSC3=O)nnc2-c2cccc(C)c2)cc1,89,107,0,0.3,11,0,104,0,3
C[C@H](CO)N1C[C@H](C)[C@@H](CN(C)C(=O)Nc2ccc3c(c2)OCO3)Oc2ccc(NC(=O)Nc3ccc(C(F)(F)F)cc3)cc2C1=O,98,96,x,x,0,x,91,0,9
O=C(Cn1c(C(F)(F)F)nc2ccccc21)c1ccc(Br)cc1,111,94,1,1.2,6,-4,91,15,6
CCOc1cc(-c2nc(C)c(C(C)=O)n2O)ccc1OCC(=O)Nc1ccccc1,94,99,5,2.7,0,-1,97,-5,7
Cc1ccc(C(=O)NNc2cc(N3CCCC3)nc(N3CCCC3)n2)cc1,106,101,3,-10,0,2,103,9,-4

# 2 records drawn at random from those above:
SMILES,Yeast superoxide,AGP1 TOR yeast,BCLXL inh,MEX-5 binding,GRK2 aptamer HTS,MCL1 BIM primary,CIT2 TOR yeast,VLA-4 inh,GLD-1 TGE inh
O=C(CCNS(=O)(=O)c1ccc(Br)s1)NCc1ccccc1Cl,92,98,8,1.4,4,6,97,3,2
Cc1ccc(-c2ccc(CCC(=O)O)n2CC2CCCO2)cc1 (centres undefined),98,96,0,-2.8,2,-4,92,5,-6

# Following part
SMILES,Yeast superoxide,AGP1 TOR yeast,BCLXL inh,MEX-5 binding,GRK2 aptamer HTS,MCL1 BIM primary,CIT2 TOR yeast,VLA-4 inh,GLD-1 TGE inh
O=C(Nc1cccnc1)c1cccc(S(=O)(=O)Nc2cccc(Cl)c2)c1,102,101,6,x,0,3,95,3,5
Cc1cccc(C)c1OCc1cc(C(=O)N2CCN(Cc3nccn3C)CC2)no1,114,107,2,3.0,0,3,103,-76,0
Cc1onc(-c2c(F)cccc2Cl)c1C(=O)OCC(=O)c1c(N)n(C)c(=O)n(C)c1=O,89,98,1,-0.7,0,2,113,-1,-7
CC(=O)N1CCN(S(=O)(=O)c2c(C)n(C)c(=O)n(C)c2=O)CC1,84,98,0,-0.4,0,0,98,1,1
Cc1cc2nc(/N=C(\N)NC(=O)C(C)C)nc(C)c2cc1C,97,109,2,1.0,0,-1,106,4,-3
Cc1ccc2oc(=O)c(/C=C(\O)C(C)(C)C)nc2c1,110,98,6,0.3,0,5,98,-3,-4
CC(C)Sc1nc(NCc2ccco2)c2c3c(sc2n1)COC(C)(C)C3,99,99,0,-0.8,2,4,98,10,4
Cc1ccc2nc(-c3ccccc3)oc(=O)c2c1,99,96,0,-1.0,0,-1,103,20,3
O=C(Nc1ccncc1)c1cc2ccccc2cc1O,107,111,6,-2.0,0,-3,102,7,11
CCO[C@@H]1OC(C(=O)NCc2ccccc2)=C[C@H](c2ccc(Br)cc2)[C@H]1CCCO,104,90,-2,-2.8,2,-12,96,17,11
Cn1c(=NC(=O)CS(=O)(=O)c2ccc(F)cc2)sc2ccccc21,88,101,3,-7.5,2,3,91,4,-11
COc1cccc(CNc2ccc(Br)cn2)c1O,96,94,9,-2.4,1,3,92,3,2
CN(CC(=O)Nc1ccc(N2CCOCC2)cc1)C(=O)CSc1ccc(Br)cc1,86,93,3,1.1,4,1,96,-1,-2
Cc1ccc(NC(=O)CCCC(=O)O)c(-c2nc3ccccc3[nH]c2=O)c1,98,103,12,-0.8,0,16,105,13,-3
O=C(NCc1ccc2c(c1)OCO2)c1n[nH]c(=O)c2ccccc12,103,94,-1,2.4,0,-6,95,15,-2
O=C(CSc1nc2ccccc2s1)N1CCOCC1,104,106,2,-1.8,2,3,98,7,5
Cc1cc(C)c2c(NC(=O)C3CC3)nn(C)c2n1,91,98,5,-0.4,1,6,98,-3,8
Cc1nc2ccccc2n1/C(=N/S(=O)(=O)c1ccc(Br)cc1)c1ccccc1,92,105,4,-3.9,2,2,107,8,5
CCOC(=O)c1nc(N)c(=O)n(-c2ccccc2)n1,103,105,4,2.2,0,-4,94,-3,-2
Cc1cccc(N2CCN(C(=O)c3ccc(CNc4c(N5CCC(C)CC5)c(=O)c4=O)cc3)CC2C)c1 (centres undefined),96,101,5,2.0,0,-4,99,-5,2
Cn1c(=O)oc2cc(S(=O)(=O)Nc3ccc(Cl)cc3)ccc21,104,98,0,1.7,2,-10,105,1,-6
O=C(NNS(=O)(=O)c1ccccc1)c1cnn(-c2ccc(Cl)cc2)c1C(F)(F)F,106,103,6,-3.9,2,6,100,14,5
CC1=NN(c2ccccc2)C(=O)/C1=C\N1CC(C)OC(C)C1 (centres undefined),106,96,4,-1.1,0,5,114,31,5
O=C(N/N=C/c1ccc(OCCCF)cc1)c1ccc(C(F)(F)F)cc1,121,94,6,0.3,2,0,83,10,-4
Cc1ccccc1C(=O)OC1CCCN(C)C1 (centres undefined),108,93,3,1.3,0,-13,103,10,-3
CCCN1C(=O)/C(=C2\SC(=S)N(c3c(C)n(C)n(-c4ccccc4)c3=O)C2=O)c2ccccc21,104,102,13,-3.3,2,11,100,5,-2
COc1ccc(C2C(C(C)=O)=C(O)C(=O)N2Cc2cccnc2)cc1 (centres undefined),111,93,0,4.1,2,2,x,-5,7
C=CCOc1ccc(C2C3=C(CCCC3=O)N(CC(=O)O)C3=C2C(=O)CCC3)cc1OCC,98,100,12,-5.3,0,8,102,2,2
CC(=O)N1N=C(c2ccc(Cl)cc2)OC1(C)C,92,109[may fluoresce green],1,3.2,0,1,70[may fluoresce green],2,5
O=C(Cc1cccc(F)c1)Nc1ccc2c(c1)CCC2,100,97,1,0.5,0,-3,93,5,-7
CCOC(=O)c1ccc(NC(=O)NCc2ccc(OC)cc2)cc1,100,100,9,1.5,1,-1,109,-11,-5
COc1ccc(/C=C2/CCc3ccccc3C2=O)cc1CN1CCOCC1,113,104,5,-0.7,3,-5,93,-4,-6
CC(C)CN(C(=O)COc1ccc(-c2nnco2)cc1)C1CCS(=O)(=O)C1 (centres undefined),91,103,3,1.4,1,-1,104,2,2
CC(=O)Cn1c(=O)oc2ccccc21,95,107,4,-1.2,0,1,102,-8,4
O=C1c2cccc3c([N+](=O)[O-])ccc(c23)C(=O)N1c1ccccn1,82,83,25,-7.7,2,24,191*,-276,20
O=C(c1ccc(Cl)cc1)n1c(NCc2ccccc2)n[nH]c1=S,116,94,7,-0.8,65*,4,94,-1,3
CN(CC(=O)Nc1ccc(S(=O)(=O)N2CCCC2)cc1)Cc1ccc(Cl)cc1,96,95,2,0.1,1,-5,99,17,7
CC1Cc2nc(SCC(=O)NCc3ccco3)n(Cc3ccccc3)c(=O)c2S1 (centres undefined),100,106,7,2.2,0,4,110,-13,0
CCn1nc2cc(C(=O)NCCc3cccs3)ccc2c1OC,92,103,8,-2.1,0,1,99,-6,-7
CCOC(=O)C1C(c2ccc3c(c2)OCO3)NC(=O)NC1(O)C(F)(F)F (centres undefined),91,104,60*,-1.7,0,55*,104,12,33*
CCCCNc1c(N)n(CCC)c(=O)[nH]c1=O,120,101,29,-19,0,22,97,-1,25
O=C(CN1CCOCC1)OCCCC1CCCCC1,102,102,5,-0.2,2,4,89,-5,-10
CCN(CC)c1ccc2c(C)c(Cl)c(=O)oc2c1,89,91,21,-1.3,0,12,92,-4,17
O=C(NCc1ccc2c(c1)OCO2)C1Cc2ccccc2CN1C(=O)c1ccco1 (centres undefined),89,122,-2,2.0,1,0,96,-7,-2
CCCCC(=O)Nc1nnc(CCOC)s1,93,98,0,2.0,2,9,99,2,-10
CCOC(=O)c1c(NC(=O)COC(=O)c2ccc(NC(=O)CC#N)cc2)sc(C(=O)NC)c1C,84,97,-7,x,0,-15,107,23,-29
Cn1c(SCC(=O)Nc2nccs2)nnc1-c1ccncc1,90,95,11,0.3,0,6,87,12,2
CCOC(=O)c1c(C)n(C)c2ccc(OC)c(NC(=O)CN3CCCCC3)c12,107,98,-1,0.2,0,-4,97,0,0

# Screening data deposited in PubChem BioAssay by several laboratories.

# An unsorted share of the library; about 2.1% have a hit in one of these screens.
